HTR1E agonist = agonists of human 5-HT1E serotonin receptor; P28566; CHO 5-HT1E Ga15 NFAT-bla reporter, FRET; 0% DMSO wells, 100% control agonist wells; activation, % at 6 µM; 65,000 compounds, 0.69% hits;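 active = activation above a set limit, the screen-wide mean activation plus 3 SD, cut at about 8.5% in these data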;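 note: 100% = positive control agonist at 1 µM giving full maximal response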
5-HT1A blocker = antagonists of human 5-HT1a serotonin receptor; AID 612; inhibition, % at 10 µM; P08908; CHO 5-HT1a Ga15 NFAT-bla reporter, antagonist mode; 62,000 compounds, 0.68% hits;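 active = inhibition above the mean of all tested compounds plus 3 SD, cut at about 43% in these data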;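 note: receptor stimulated by 5-CT agonist at 100 nM near EC80; beta-lactamase reporter measured by ratiometric fluorescence of a cleavable substrate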
Target sequence (P08908 whole entry, looked up): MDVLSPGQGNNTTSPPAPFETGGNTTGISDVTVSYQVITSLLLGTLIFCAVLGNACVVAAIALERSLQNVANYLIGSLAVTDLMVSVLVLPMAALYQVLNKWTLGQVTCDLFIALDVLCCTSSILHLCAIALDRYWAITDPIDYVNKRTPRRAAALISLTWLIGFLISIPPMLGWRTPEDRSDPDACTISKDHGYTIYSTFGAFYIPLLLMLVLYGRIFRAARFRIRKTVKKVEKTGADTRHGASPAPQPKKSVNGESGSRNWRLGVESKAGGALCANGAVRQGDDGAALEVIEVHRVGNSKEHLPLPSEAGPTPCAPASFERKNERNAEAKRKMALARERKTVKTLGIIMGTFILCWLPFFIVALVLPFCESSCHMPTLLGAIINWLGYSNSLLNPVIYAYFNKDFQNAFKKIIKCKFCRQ
S1P3 ag = agonists of human S1P3 receptor | 60,000 compounds, 0.1% hits | AID 373 | activation, % at 4.5 µM | S1P3 NFAT-BLA reporter cells, agonism, FRET ratio; relative to 1 µM S1P, basal subtracted | Q99500;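 active = activation above the screen-wide mean plus 3 SD, cut at about 4.5% in these data, passing the limit was not always enough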; note: some compounds called inactive have numbers as strong as hits
Target sequence (Q99500 whole entry, looked up): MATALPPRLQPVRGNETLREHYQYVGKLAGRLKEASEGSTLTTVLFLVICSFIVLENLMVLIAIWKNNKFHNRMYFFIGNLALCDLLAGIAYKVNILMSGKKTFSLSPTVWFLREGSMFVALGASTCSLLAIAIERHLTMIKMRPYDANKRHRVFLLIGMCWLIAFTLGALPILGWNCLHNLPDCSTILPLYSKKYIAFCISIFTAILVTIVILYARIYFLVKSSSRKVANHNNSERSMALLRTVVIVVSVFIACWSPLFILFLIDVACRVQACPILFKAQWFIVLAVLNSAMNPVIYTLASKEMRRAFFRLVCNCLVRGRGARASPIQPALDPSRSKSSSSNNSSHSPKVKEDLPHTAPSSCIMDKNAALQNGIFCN
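Assay system: CHO cells stably expressing human S1P3, Gα16 and NFAT-β-lactamase reporter. Timing: overnight plating, 4 h compound 37 °C, 2 h substrate RT. Signal: β-lactamase FRET emission ratio 460/535 nm. Measure: percent activation versus median 1 µM S1P response, basal-subtracted, per plate. Repeats: primary screen single test, confirmation screen in triplicate.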
Fluor 339 460 = intrinsic fluorescence of library compounds, ex339/em460 – biochemical, MLSMR library, data from DPM-DC assay, artefact control, profiling panel | compound autofluorescence, ex339/em460 nm, NADH buffer; hits give high values; 1 = no-compound wells, NADH background | fluorescence fold increase at 10 µM | AID 709 | 65,000 compounds, 5.5% hits;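 active = at 10 µM, mean starting fluorescence two-fold or more over control wells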;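 note: signal is the first read of a kinetic run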
Abs 340nm = compounds absorbing at 340 nm | compound absorbance at 340 nm, fold over control | fold change at 10 µM | 65,000 tested, under 10 active | AID 708;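 active = at 10 µM dose, initial 340 nm absorbance at least 2 fold that of control wells; inactive = change under 2 fold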;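 note: initial absorbance extrapolated from kinetic A340 decline of NADH oxidation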
HTR1E antagonist = 5-HT1E (human) receptor antagonism; AID 571; CHO 5-HT1E Ga15 NFAT-bla reporter, FRET, antagonist; 65,000 compounds, 0.99% hits; P28566; inhibition, % at 6 µM;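 active = inhibition above a set limit, the mean inhibition across every tested compound plus 3 SD, cut at about 29% in these data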;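 note: signal is the 460 over 535 nm emission ratio of beta-lactamase substrate; 0% = agonist plus DMSO wells and 100% = wells without agonist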
Her2 expr inh = inhibitors of human Her2 kinase expression | SKBR-3 HER2 protein level, AlphaScreen, 18-24 h; hits give low values | HER2 level % of control, % at 10 µM | 65,000 compounds, 0.69% hits | AID 645;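 active = HER2 level under 5% of the carrier-only control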;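 note: 100% = DMSO carrier and 0% = 500 nM PU-H71 HSP90 inhibitor; lower value means stronger loss of Her2 protein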
MMP13 inh = blocks human MMP13 activity; P45452; MMP-13 fTHP FRET cleavage, Mca fluorescence; inhibition, % at 4 µM; 65,000 compounds, 0.07% hits;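 active = inhibition above the mean of compound-free control plate wells plus 3 SD, cut at about 14% in these data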;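 note: 0% = DMSO wells and 100% = wells with reference MMP-13 inhibitor after basal subtraction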
S1P1 ag pot = activates or potentiates agonism at human S1P1 receptor; P21453; activation, % at 9.5 µM; 56,000 compounds, 0.57% hits; AID 449; S1P1 CRE-bla cells, forskolin, beta-lactamase FRET, potentiator mode; S1P1 agonist co-added at EC20, 2 nM; 100% = saturating reference agonist, 0% = basal;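 active = activation above a cutoff set at the mean activation of all tested compounds plus 3 SD, cut at about 54% in these data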;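 note: forskolin at 4 µM as EC80 and the EC20 agonist is SEW2871; 100% = SEW2871 at its EC100 plus forskolin at EC80; some compounds past the cut are filed as inactive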
An asterisk follows results filed as active; . = no result given.

Sample of the layout, 2 compounds:
cpd	HTR1E agonist	5-HT1A blocker	S1P3 ag	Fluor 339 460	Abs 340nm	HTR1E antagonist	SMILES	Her2 expr inh	MMP13 inh	S1P1 ag pot
1	-0.5	0	-1.7	1.1	1.1	-2	CCOC(=O)N1CCC(NC(=O)CCC(=O)N2CC(C)Oc3ccccc32)CC1 (configuration not stated)	83	5	-8
2	0.2	-8	-0.7	1.1	0.98	-3	CCCCCn1c(CN2CCN(C(=O)OCC)CC2)nc2c1c(=O)[nH]c(=O)n2C	142	3	-9

The list itself, repeating the preview:
cpd	HTR1E agonist	5-HT1A blocker	S1P3 ag	Fluor 339 460	Abs 340nm	HTR1E antagonist	SMILES	Her2 expr inh	MMP13 inh	S1P1 ag pot
1	-0.5	0	-1.7	1.1	1.1	-2	CCOC(=O)N1CCC(NC(=O)CCC(=O)N2CC(C)Oc3ccccc32)CC1 (configuration not stated)	83	5	-8
2	0.2	-8	-0.7	1.1	0.98	-3	CCCCCn1c(CN2CCN(C(=O)OCC)CC2)nc2c1c(=O)[nH]c(=O)n2C	142	3	-9
3	0.7	5	-0.6	1.1	1	11	CCOC(=O)c1c(-c2cccs2)csc1NC(=O)COC(=O)c1c(C)noc1C	147	2	-10
4	-0.2	-2	.	1.1	1	6	CCc1ccc2oc(-c3cccc(NC(=O)c4cccnc4)c3)nc2c1	52	6	.
5	-0.7	.	-3.0	1	0.99	-7	CC1(C)CC(NC(=O)C23CCC(C)(/C(=N/O)C2)C3(C)C)CC(C)(C)N1 (configuration not stated)	110	0	5
6	0.4	-15	-0.9	1	1	-6	COc1ccc(C(=O)Cn2c(N3CCOCC3)nc3ccccc32)cc1OC	86	-2	-3
7	-0.3	-9	0.1	1	0.98	-3	O=C(CCOc1ccccc1)NCc1ccccc1	90	-7	-1
8	-0.8	6	.	1.1	1	4	NC(=O)COC(=O)CNC(=O)c1ccc(Cl)cc1	67	0	.
9	-0.7	.	-1.2	1.1	0.99	6	Cc1cc(C)n(Cc2cc(C)c(Cn3nc(C)cc3C)cc2C)n1	83	-4	-7
10	-1.0	3	-1.1	1.1	1	-19	COC(=O)c1ccc(CSc2ncnc3c2nnn3-c2ccc(OC)cc2)o1	58	3	-14
11	-0.1	10	-0.6	1.2	1	11	COc1ccc(OC)c(C2C(C(=O)N(C)C)=C(C)Nc3nc4ccccc4n32)c1 (configuration not stated)	88	-2	16
12	0.1	1	-0.7	1.1	0.98	-2	NC(=O)CSCc1ccc(Br)cc1	81	3	-1
13	1.8	-5	1.6	1.1	1	-8	CCOC(=O)c1c(N)sc2c1C1CCN2CC1	70	-1	-11
14	0.1	-2	-0.8	3.2*	1.2	-1	COc1ccccc1OCc1nc2c3c(-c4ccccc4)c(-c4ccccc4)oc3ncn2n1	144	1	.
15	0.3	-15	0.4	1	0.99	-2	O=C(COc1ccc(S(=O)(=O)N2CCCC2)cc1Cl)NC1CC1	88	-4	-8
16	-0.6	-9	1.0	1.2	1	9	CCOC(=O)c1c(C)c(C(=O)NCc2ccccc2OC)c(C)n1C	105	-3	-39
17	-0.4	8	-0.7	1.1	1	-1	Cc1ccc(CNC(=O)c2coc(=O)c3ccccc23)o1	67	-1	-18
18	-0.4	0	-1.5	1.1	1.1	-1	CC(=O)c1cccc(NC(=O)N2CCN(S(C)(=O)=O)CC2)c1	99	5	-6
19	-0.6	2	-1.2	1.3	1.1	-4	COc1cccc(C(=O)Nc2nnc(-c3ccc(Cl)cc3)o2)c1	91	4	1
20	-0.2	15	-1.1	1.1	1	-4	CCOC(=O)c1ccc(-n2ncc(C(=O)OCC)c2N)cc1	88	3	-9
21	0.2	-9	-0.5	1	1	-3	CCN(CC)C(=O)c1cn(C)c2ccc(S(=O)(=O)N(CC)CC)cc2c1=O	102	-2	-16
22	-0.4	12	0.1	0.99	0.99	23	CCN(CCCNS(=O)(=O)c1ccc2c(c1)oc(=O)n2C)c1cccc(C)c1	91	5	-6
23	-0.5	-1	-0.2	1.1	1	-3	COc1ccc(CCNC(=O)C2CCN(c3nn4c(=O)cc(C)nc4s3)CC2)cc1OC	97	2	3
24	0.7	.	0.3	1.1	1	-1	Cc1cc(=O)[nH]c(COc2ccccc2)n1	120	-1	-10
25	0.0	10	.	1.1	0.99	-1	O=C(O)CCCCCNCc1ccncc1	105	0	.
26	-0.6	-6	-0.3	1.1	1	2	Cc1ccc(Cc2cncc(O)c2)cc1S(=O)(=O)O	106	1	-8
27	-0.1	0	0.0	1.5	1	15	N#Cc1c2c(c(N3CCN(CCO)CC3)n3c1nc1ccccc13)CCCC2	93	-2	5
28	-0.4	-4	0.9	1.1	1	-3	COc1cccc(C2=NOC(C(=O)Nc3cccc(C(C)=O)c3)C2)c1 (configuration not stated)	129	6	0
29	0.3	-2	-1.5	1.1	1.1	0	Cc1ccc(S(=O)(=O)N2CCN(S(=O)(=O)c3ccc(C)cc3)C3OCCOC32)cc1 (configuration not stated)	89	4	-8
30	-0.9	40	-1.0	1.1	1	22	CC(=O)NC(c1ccco1)c1ccc2cccnc2c1O (configuration not stated)	45	1	-9

Part of the list above in another layout.
| No. | HTR1E agonist | 5-HT1A blocker | S1P3 ag | Fluor 339 460 | Abs 340nm | HTR1E antagonist | Her2 expr inh | MMP13 inh | S1P1 ag pot | SMILES |
| --- | --- | --- | --- | --- | --- | --- | --- | --- | --- | --- |
| 26 | -0.6 | -6 | -0.3 | 1.1 | 1 | 2 | 106 | 1 | -8 | Cc1ccc(Cc2cncc(O)c2)cc1S(=O)(=O)O |
| 27 | -0.1 | 0 | 0.0 | 1.5 | 1 | 15 | 93 | -2 | 5 | N#Cc1c2c(c(N3CCN(CCO)CC3)n3c1nc1ccccc13)CCCC2 |
| 28 | -0.4 | -4 | 0.9 | 1.1 | 1 | -3 | 129 | 6 | 0 | COc1cccc(C2=NOC(C(=O)Nc3cccc(C(C)=O)c3)C2)c1 (configuration not stated) |
| 29 | 0.3 | -2 | -1.5 | 1.1 | 1.1 | 0 | 89 | 4 | -8 | Cc1ccc(S(=O)(=O)N2CCN(S(=O)(=O)c3ccc(C)cc3)C3OCCOC32)cc1 (configuration not stated) |
| 30 | -0.9 | 40 | -1.0 | 1.1 | 1 | 22 | 45 | 1 | -9 | CC(=O)NC(c1ccco1)c1ccc2cccnc2c1O (configuration not stated) |

(further entries)
cpd	HTR1E agonist	5-HT1A blocker	S1P3 ag	Fluor 339 460	Abs 340nm	HTR1E antagonist	SMILES	Her2 expr inh	MMP13 inh	S1P1 ag pot
31	-0.2	-9	.	1.1	0.99	-8	CC(C(=O)N1CCN(C=O)CC1)N1C(=O)c2ccccc2C1=O (configuration not stated)	98	-3	.
32	0.7	-5	-1.4	1.1	1.1	0	COc1ccc(N2C(=O)CCC(C(C)=O)=C2C)cc1	149	-9	-5
33	0.2	4	0.6	1.1	1	5	COc1ccccc1N1CCN(C(=O)c2cc(-c3ccc(C)cc3)on2)CC1	91	3	-34
34	-0.5	-8	-0.1	1.2	1.1	3	Cn1c(=O)c(=O)n(C)c2cc(S(=O)(=O)N3CCCCCC3)ccc21	75	3	-36
35	-0.4	-5	-0.8	1.1	1	-7	O=C(O)c1c[nH]ccc1=O	98	-2	-7
36	0.7	2	-1.6	1.2	0.91	-11	O=C(O)CP(=O)(c1ccccc1)c1ccccc1	80	-9	-2
37	0.4	4	-0.3	1.1	1	-11	CCN(CC)CCCNC(=O)c1cc(-c2ccc(Cl)cc2)on1	89	-2	-26
38	-0.3	7	-0.6	1.1	0.99	-9	CC(C)c1ccc(OCc2ccc(C(=O)N3CCN(c4ccccn4)CC3)cc2)cc1	97	5	11
39	0.0	3	-1.6	1.1	1	1	CCNC(=O)Nc1cc2nc(C)n(Cc3ccc(Br)cc3)c2nc1C	90	-5	-4
40	-2.0	29	.	1.1	1.1	17	CCOC(=O)C1CCN(c2nc(C)nc3c2oc2ccccc23)CC1	77	-2	.
41	0.3	4	-0.9	1.3	1	15	CC1CCc2nc(NCCO)nc(C(F)(F)F)c2C1 (configuration not stated)	80	-5	5
42	0.0	11	-1.5	1.1	1	-9	O=C(NCc1ccco1)c1ccc(Br)c(S(=O)(=O)N2CCCCC2)c1	114	3	10
43	-0.1	4	-1.8	1	1	-1	CC(=O)Oc1cccc(N2C(=O)C3C(C2=O)C2C=CC3C23CC3)c1 (configuration not stated)	111	1	2
44	0.4	9	-0.6	1.1	1.1	7	CCNC(=O)N1C(CC(=O)OCC)C(=O)NC2CCCCC21 (configuration not stated)	94	1	-64
45	1.0	-2	.	1.2	1	-6	CN(C(=O)C1CCOC1)c1nnc(-c2ccncc2)s1 (configuration not stated)	61	-22	.
46	-1.2	8	-0.2	1.1	1.1	-7	COCC(=O)Nc1nc(-c2ccccc2)c(C)s1	154	6	.
47	-1.1	38	-0.3	1.1	1.1	11	CN1CCN(c2ccc(NC(=O)COc3ccccc3Cl)cc2)CC1	87	4	-24
48	0.4	-15	0.9	1.1	1	0	CCCn1c(=O)c(C(=O)Nc2nnc(C)s2)c(O)c2ccccc21	106	2	-2
49	-0.5	-3	-0.5	1.1	1	7	COc1cc(C2NC(C(=O)O)CS2)ccc1OCc1ccccc1C#N (configuration not stated)	125	0	-1
50	-1.3	-20	1.6	1	1	-8	COc1ccc(S(=O)(=O)NCCC(=O)NCc2ccccc2)cc1	104	3	0
51	1.7	-15	0.2	3.8*	1.1	-5	Cc1ccccc1Cn1ccc(NC(=O)c2cc3nc(-c4ccco4)cc(C(F)(F)F)n3n2)n1	93	-15	-35
52	-0.3	-4	0.1	1.2	0.99	-7	CCOCCCNC(=O)c1c(C)[nH]c(C(=O)OCC)c1C	153	-3	-4
53	-0.7	-11	-0.5	1.8	1.1	3	Cc1cc(C)n(-c2ncnc3sc4c(c23)CC(C)CC4)n1 (configuration not stated)	76	-3	.
54	0.0	.	-2.3	1	0.98	-4	CN1CCN(c2nc3c(c(=O)n(C)c(=O)n3C)n2Cc2cccc3ccccc23)CC1	107	0	5
55	0.7	-3	.	1.1	1.1	3	O=C(CN1CCN(c2ncccn2)CC1)N(Cc1ccccc1)c1ccc(F)cc1	88	3	.
56	-1.1	2	-1.2	1.1	1	-9	O=C(NCCc1ccccc1)c1cc2ncc(Br)cn2n1	101	2	.

Screening results as filed in PubChem.

Not a hit list (roughly 8.5% active in at least one column).
